# Assay outcomes as filed in PubChem BioAssay.
# SV40 large T antigen – TAg ATPase/helicase activity blockers – biochemical (AID 1903); SV40 large T antigen ATPase/helicase inhibition assay; higher % means a stronger effect; inhibition, % at 20 µM; hits with a dose series show IC50 in µM; actives 0.39% (n = 310,000); in the data active = a potency from the dose series; inconclusive = inhibition mostly from about 32% at the one dose, without a potency; inactive = the rest, 99 in 100 with inhibition below about 32%; note: strong numbers were not always called active
# AID2073 – inhibitors of Mint1-CaV2.2 protein interaction, biochemical, HTRF (AID 2073) | HTRF protein-protein interaction, Mint1-CaV2.2; higher % means a stronger effect | inhibition, % at 20 µM, or IC50 in µM where a hit was titrated | actives 0.19% (n = 290,000); in the data active = inhibition mostly above about 51%, no sharp cut-off; inconclusive = no clear call, values can overlap the other calls; inactive = mostly below about 53%; note: some results filed as inactive read as strong as hits
# Dengue-2 NS5 capping – Dengue-2 NS5 methyltransferase inhibitors, primary screen, biochemical, confirmation dose response (AID 588689); Dengue-2 NS5 methyltransferase capping enzyme assay, biochemical; higher % means a stronger effect; one-dose inhibition, % at 25 µM; IC50 in µM for titrated hits; actives 0.3% (n = 340,000); in the data active = a potency from the dose series; inconclusive = inhibition above about 29% without an active follow-up result
# MgcRacGAP inhibition – MgcRacGAP GTPase-activating activity inhibitors, confirmation, biochemical, ADP Hunter fluorescence; MgcRacGAP-stimulated Rac1 GTP hydrolysis, ADP Hunter fluorescence; higher % means a stronger effect; GST-tagged Rac1 F28L mutant substrate; actives 0.6% (n = 340,000); one-dose inhibition, % at 30 µM; IC50 in µM for titrated hits;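 active = first-screen hits whose inhibition reached a set limit at any dose in the follow-up dose series; inconclusive = inhibition above the set first-screen limit but never retested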;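 note: fluorescence reports GDP produced by GAP-driven GTP hydrolysis; strong numbers were not always called active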
# Yfh1-depleted yeast – mitochondrial function rescue without frataxin homolog – Friedreich's ataxia, plus single-dose screen, dose response (AID 1465) | fold induction at 50 µM, or EC50 in µM where a hit was titrated | actives 0.074% (n = 220,000) | S. cerevisiae Yfh1-off respiration, WST-1 reduction, 72 h; higher fold induction means a stronger effect;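 active = fold induction of absorbance versus untreated yeast above a set limit, then at least 30% activation at any dose in follow-up; inconclusive = repeats straddling the limit, or above it without dose testing; inactive = fold induction below the set limit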;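 note: activators that raise dye reduction in frataxin-depleted yeast; strong numbers were not always called active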
# NTR1 agonist – NTR1-driven beta-arrestin-GFP spot formation – imaging, U2OS cells, high content, primary screen (AID 493036); P30989; agonist mode; activation, % at 20 µM; actives 0.17% (n = 330,000);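 active = activation at or above 40% of the spot to cytoplasm intensity ratio, with at least 20 cells analyzed; inconclusive = wells under 20 cells, flagged as cytotoxic or low count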;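 note: 0% = DMSO without peptide and 100% = 100 nM NTR1 peptide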
# Target sequence (P30989 whole entry, looked up): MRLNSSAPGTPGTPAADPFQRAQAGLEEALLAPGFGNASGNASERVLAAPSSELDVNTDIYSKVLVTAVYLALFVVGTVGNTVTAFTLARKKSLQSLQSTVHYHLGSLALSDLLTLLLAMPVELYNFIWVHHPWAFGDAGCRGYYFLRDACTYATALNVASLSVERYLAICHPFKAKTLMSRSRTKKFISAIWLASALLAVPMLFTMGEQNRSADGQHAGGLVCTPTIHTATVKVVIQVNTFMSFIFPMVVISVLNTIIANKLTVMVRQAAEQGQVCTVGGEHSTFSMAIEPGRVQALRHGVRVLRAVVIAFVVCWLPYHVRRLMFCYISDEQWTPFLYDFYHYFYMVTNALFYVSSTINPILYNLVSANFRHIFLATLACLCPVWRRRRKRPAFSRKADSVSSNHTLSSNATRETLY
# GPR55 antagonists – GPR55 antagonists blocking LPI-driven arrestin recruitment, primary screen, imaging, U2OS, beta-arrestin-GFP, LPI agonist (AID 2013); U2OS GPR55 beta-arrestin-GFP translocation imaging, LPI antagonism; higher % means a stronger effect; inhibition, % at 10 µM, or IC50 in µM where a hit was titrated; actives 0.13% (n = 290,000);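 active = spots per cell inhibited over 60%, with over 100 cells counted and total cytoplasm intensity under 500,000; inconclusive = wells with under 100 cells, flagged as likely toxic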;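 note: U2OS cells stably carrying GPR55 and arrestin-GFP stimulated by 5 µM LPI near EC80; imaged beta-arrestin-GFP aggregate spots per cell after agonist stimulation; plate controls were LPI-stimulated DMSO wells for no effect and DMSO wells without LPI for full effect; some results filed as inactive read as strong as hits; confirmed hits need IC50 under 10 µM and bright autofluorescent wells are also inconclusive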
# GPR35 antagonists – GPR35 antagonists blocking zaprinast-driven arrestin recruitment, primary screen, imaging, U2OS, beta-arrestin-GFP, zaprinast agonist (AID 2058); U2OS GPR35 beta-arrestin-GFP translocation imaging, zaprinast antagonism; higher % means a stronger effect; one-dose inhibition, % at 10 µM; IC50 in µM for titrated hits; actives 0.052% (n = 290,000);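 active = inhibition of at least 50% with at least 30 cells and total cytoplasm GFP at most 10,000,000; inconclusive = under 30 cells or total GFP of 10,000,000 plus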
# GPR55 beta-arrestin – GPR55 agonists via beta-arrestin recruitment, primary screen, imaging, U2OS cells, beta-arrestin-GFP redistribution (AID 1961) | activation, % at 10 µM, or EC50 in µM where a hit was titrated | actives 0.048% (n = 290,000) | U2OS GPR55 beta-arrestin-GFP redistribution imaging; higher % means a stronger effect;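 active = activation above 40% with more than 50 cells counted in the well; inconclusive = wells holding fewer than 50 cells, flagged as toxic or sparse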;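 note: U2OS osteosarcoma cells stably expressing GPR55 and beta-arrestin-GFP; plate controls were DMSO negative control for no effect and LPI positive control for full effect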
# NTR1 agonist cell count 20 µM – further read-out of NTR1 agonist, marked with its call; cell count; measured here: cell count, cytotoxicity flag
# Dengue-2 NS5 capping pilot replicate – also measured in Dengue-2 NS5 capping; calls as there; inhibition, %; measured here: pilot screen replicate inhibition
# The depositor's hits bear a star; i = inactive; ? = inconclusive; . = not tested or not shown.
SMILES,SV40 large T antigen,AID2073,Dengue-2 NS5 capping,MgcRacGAP inhibition,Yfh1-depleted yeast,NTR1 agonist,NTR1 agonist cell count 20 µM,GPR55 antagonists,GPR35 antagonists,GPR55 beta-arrestin,others
Cc1nc2c(C(=O)N3CCOCC3)cnn2c(C)c1Cc1ccc(Cl)cc1,19%,14%,-5%,-3%,i,0.6,52,21%,17%,-2.1%,
COc1ccc(-c2cc(C(=O)Nc3ccccc3)on2)cc1,-6%,38%,10%,-8%,i,-0.8,44,6%,-22%,0.5%,
COc1ccc(CCNC(=O)Cn2cc(C(F)(F)F)cc(Cl)c2=O)cc1OC,5%,1%,0%,4%,i,-0.8,50,1%,-4%,-0.3%,
CCN1CCN(Cc2nc3cc(NC(=O)COc4ccc([N+](=O)[O-])cc4)ccc3n2C)CC1,13%,3%,-5%,13%,.,0.7,70,5%,-2%,-0.1%,
CCN(CC)c1ccc(C=C2C(=O)OC3(CCCCC3)OC2=O)cc1,19%,19%,-101%,4%,i,-0.3,33,2%,6%,-0.5%,
COc1cccc(OCC(=O)NNC(=O)c2ccc3ccccc3c2)c1,6%,7%,-7%,8%,.,2.0,71,25%,-1%,0.0%,
COc1ccc2[nH]c(=O)c(CN(C(=O)c3cccnc3)c3ccc(C)c(C)c3)cc2c1,11%,12%,-6%,-2%,i,1.9,64,9%,-1%,0.5%,
CCN(c1ccccc1)S(=O)(=O)c1ccc2[nH]c(=O)c(=O)[nH]c2c1,3%,-2%,-4%,6%,.,-0.3,29,-12%,14%,0.5%,
COc1cc(CC(=O)Oc2ccc3c(c2)OCO3)cc(OC)c1OC,18%,1%,-2%,13%,i,2.8,63,2%,-9%,-0.1%,
CSc1nc(-c2ccccc2)nc2c1COC(C)(C)C2,10%,-2%,-2%,7%,i,3.1,72,-8%,-12%,-0.1%,
CN(C)CCC1Sc2ccccc2Oc2ccccc21 (stereo not drawn),-4%,9%,-2%,18%,.,-2.1,58,4%,4%,0.7%,
C=CCN1c2ccccc2[C@]23C[C@@H](C(=O)OC)N(C(=O)NCCC)C2=NC(C(=O)OC)=C(C(=O)OC)[C@H]13,10%,?,-1%,2%,i,8.6,71,-2%,-26%,-0.2%,
CSc1nc2c(c(-c3ccccc3)c1C#N)CCC2,.,.,3%,-15%,i,2.7,84,.,.,.,Dengue-2 NS5 capping pilot replicate=1.7
COc1cc(SC)ccc1C(=O)Nc1ccc(OCC(=O)N2CCOCC2)cc1,.,-5%,4%,4%,.,0.6,62,4%,-2%,0.2%,
Brc1cccc(OCCCCn2cncn2)c1,23%,-6%,.,25%,.,-0.1,52,16%,1%,0.5%,
CCOc1nnnc2c1sc1nc(N3CCOCC3)c3c(c12)CCCC3,5%,-4%,-2%,13%,i,8.3,63,-2%,-16%,0.3%,
Cc1ccccc1NS(=O)(=O)c1cc(C(=O)NCCC2=CCCCC2)ccc1Cl,3%,0%,-2%,7%,i,4.4,53,10%,-15%,0.3%,
O=C(Cn1nnc2ccccc2c1=O)NCc1ccco1,10%,13%,-2%,6%,i,1.1,40,-5%,15%,0.2%,
O=C(CCNc1n[nH]c(=O)[nH]c1=O)N/N=C/c1ccccc1Br,11%,0%,9%,3%,i,0.9,44,15%,-13%,1.2%,
O=C(O)c1ccccc1C(=O)Nc1nc(-c2ccccc2)cs1,13%,2%,-12%,-3%,.,1.2,62,4%,-3%,-0.2%,
Cc1cc(C(=O)N/N=C/c2ccc(-c3cccc(Cl)c3)o2)n[nH]1,3%,2%,-2%,8%,i,0.5,48,-10%,-15%,0.2%,
COc1ccc(OC(C)C(=O)NCCC2=CCCCC2)cc1 (stereo not drawn),1%,-2%,-7%,0%,i,1.6,57,-18%,18%,0.2%,
CC1C(=O)N2CCCc3cc(NC(=O)C(=O)NCCCc4ccccc4)cc1c32 (stereo not drawn),6%,.,-6%,0%,.,0.7,47,.,.,.,
CC(C)(C)N1C(=O)[C@H]2[C@@H](c3ccc(Br)cc3)N3C(=O)N(c4cccc(Br)c4)C(=O)[C@@]3(Cc3ccccc3)[C@H]2C1=O,2%,?,-20%,3%,.,7.6,41,-12%,-6%,-0.2%,
O=C(C1CCN(S(=O)(=O)c2cccc3nsnc23)CC1)N1CCn2c1nc1ccccc12,-3%,21%,-2%,7%,.,4.2,53,5%,-1%,-0.2%,
Cc1onc(-c2c(Cl)cccc2Cl)c1C(=O)NCCc1ccncc1,-10%,-11%,3%,3%,.,-0.9,71,3%,13%,-0.2%,
Cc1occc1C(=O)Nc1sccc1C(N)=O,-5%,17%,4%,10%,.,0.4,49,-33%,3%,0.3%,
COc1ccc(S(=O)(=O)Nc2ncccc2C)c2ccccc12,2%,14%,3%,7%,.,-0.1,55,6%,22%,-0.2%,Dengue-2 NS5 capping pilot replicate=3.9
COc1ccc2nc(/N=C/c3c(C)[nH]n(-c4ccc(C)cc4)c3=O)sc2c1,9%,12%,-3%,7%,i,-1.9,60,10%,-18%,-0.2%,
O=[N+]([O-])c1cccc(-c2noc(-c3cccs3)n2)c1,2%,-9%,12%,-8%,i,2.2,47,5%,13%,-0.2%,
Cc1ccc(N(C(=O)c2ccc(S(=O)(=O)N3CCOCC3)cc2)C2C=CS(=O)(=O)C2)cc1C (stereo not drawn),6%,-12%,0%,12%,i,-0.2,52,0%,0%,0.1%,
O=C(Nc1ccccc1C(=O)NC(Cc1ccccc1)C(=O)NC1CCCCCC1)c1ccccc1 (stereo not drawn),8%,18%,1%,10%,i,3.1,43,13%,-1%,-2.0%,
Cc1cccc(NC(=O)CCS(=O)(=O)c2ccc(Cl)cc2)c1,5%,10%,2%,8%,.,-1.3,79,11%,3%,0.4%,
Cn1c(SCC(=O)Nc2ccccc2C(F)(F)F)nc2c(c1=O)SCC2,18%,-5%,6%,13%,.,1.1,64,9%,3%,-0.1%,
CC(=O)c1cccc(Nc2cc(C)nc3c(C)cccc23)c1,4%,6%,2%,17%,i,0.6,43,4%,-3%,0.3%,
N#Cc1c(N)nc2c(c1N)CC(=O)N2c1ccc(Cl)cc1,20%,-12%,-3%,8%,i,2.3,64,4%,-17%,0.0%,
CN1CCN(c2ccccc2NC(=O)c2ccc(OCc3ccccc3)cc2)CC1,3%,-2%,-2%,2%,i,1.5,61,16%,-6%,0.2%,
CCC(=O)c1cn(CC(=O)NCC2CCCO2)c2ccccc12 (stereo not drawn),11%,6%,-2%,8%,i,0.0,101,-7%,4%,0.8%,
Cc1cccc(-n2c(SCC(=O)NC3CCCC3)nnc2-c2ccoc2C)c1,22%,13%,-2%,0%,i,2.7,95,-3%,-10%,-0.3%,
CCS(=O)(=O)Nc1cc2c3c(c1)CCN3C(=O)CC2,0%,27%,-6%,10%,.,-1.4,67,-11%,7%,-0.3%,
Cc1cc(C)nc(NS(=O)(=O)c2ccc(N=NN(C)C)cc2)n1,10%,-1%,-5%,-15%,.,1.3,65,8%,9%,-0.1%,Dengue-2 NS5 capping pilot replicate=0.6
CCCN(C(=O)C(C)Oc1cccc(Cl)c1)c1c(N)n(Cc2ccccc2)c(=O)[nH]c1=O (stereo not drawn),17%,-5%,2%,2%,.,0.8,83,-1%,8%,-0.1%,
COc1ccc(NC(=O)NNS(=O)(=O)c2cc(C)ccc2C)cc1OC,13%,11%,-2%,18%,.,2.5,63,2%,4%,-0.1%,
CCOC(=O)CSc1nc(C)c(C(C)=O)cc1C(N)=O,21%,-6%,.,8%,i,0.7,42,10%,5%,0.1%,
COc1cc(OC)nc(NC(=O)CS(=O)(=O)c2ccccc2)n1,6%,10%,-3%,-5%,i,1.3,46,3%,-9%,-0.3%,
COc1cc2nc(N(CCN(C)C)C(=O)c3ccc(S(=O)(=O)N(C)CC4CCCO4)cc3)sc2cc1OC (stereo not drawn),4%,-8%,1%,-5%,.,-0.8,52,-2%,18%,0.3%,
CCOC(=O)C1CCCN(c2nc3ccccc3nc2C(C#N)C(=O)OC(C)COC)C1 (stereo not drawn),7%,5%,-8%,4%,i,2.0,59,2%,-17%,-0.1%,
Cc1cc(C)cc(NC(=O)[C@@H](NC(=O)c2ccco2)C(C)C)c1,14%,6%,20%,-7%,.,0.4,65,13%,-7%,-0.2%,
O=C(NCC(c1ccco1)N1CCCC1)c1sc2ccccc2c1Cl (stereo not drawn),5%,?,-9%,7%,.,-0.9,46,10%,12%,0.3%,
O=C1CC(c2cccc(Br)c2)C2=C(CCCC2=O)N1 (stereo not drawn),-3%,11%,-3%,0%,.,-1.8,53,2%,11%,-0.1%,
COc1ccc(S(=O)(=O)N2CCOCC2)cc1NC(=O)CN1CCCCCC1,9%,-8%,0%,5%,i,0.4,54,-2%,-13%,1.4%,
COc1ccc(NC(=O)/C(C#N)=C/c2cccnc2)c(OC)c1,13%,20%,14%,5%,.,0.3,59,-9%,-12%,0.9%,
Cc1ccc(NC(=O)CCc2nnc3ccc(N4CCN(C)CC4)nn23)cc1F,10%,0%,-7%,6%,.,0.6,60,0%,-6%,0.2%,
COC(=O)C1=C(C)Nc2sc(C(N)=O)c(N)c2C1c1ccncc1 (stereo not drawn),11%,-21%,-5%,5%,i,-0.7,84,15%,-5%,-0.2%,
C/C(=C\C(=O)C(F)(F)F)Nc1ccc(C(F)(F)F)cc1,0%,2%,6%,10%,i,-0.6,36,18%,9%,0.6%,
O=C(CSCc1ccccc1)Nc1cccc(F)c1,-1%,0%,1%,7%,i,0.0,51,4%,-4%,-0.1%,
CN(c1ccccc1)S(=O)(=O)c1ccc(C(=O)Nc2nnc(-c3ccco3)o2)cc1,4%,4%,4%,9%,i,0.4,81,9%,11%,0.5%,
